Screening results deposited in PubChem BioAssay by several laboratories.
NR2E3 ag-1 – agonists of human nuclear receptor NR2E3; GST-NR2E3/biotin-RetCOR TR-FRET, 1536-well; 0.12% of 320,000 active; inhibition of corepressor binding, % at 4.78 µM; AID 2300;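 active = percent inhibition above the cutoff of mean plus 3 SD of all tested compounds, set per screening campaign, cut at about 20% in these data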;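 note: 0% = DMSO wells and 100% = biotin wells as full block of FRET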
Target sequence (Q9Y5X4 whole entry, looked up): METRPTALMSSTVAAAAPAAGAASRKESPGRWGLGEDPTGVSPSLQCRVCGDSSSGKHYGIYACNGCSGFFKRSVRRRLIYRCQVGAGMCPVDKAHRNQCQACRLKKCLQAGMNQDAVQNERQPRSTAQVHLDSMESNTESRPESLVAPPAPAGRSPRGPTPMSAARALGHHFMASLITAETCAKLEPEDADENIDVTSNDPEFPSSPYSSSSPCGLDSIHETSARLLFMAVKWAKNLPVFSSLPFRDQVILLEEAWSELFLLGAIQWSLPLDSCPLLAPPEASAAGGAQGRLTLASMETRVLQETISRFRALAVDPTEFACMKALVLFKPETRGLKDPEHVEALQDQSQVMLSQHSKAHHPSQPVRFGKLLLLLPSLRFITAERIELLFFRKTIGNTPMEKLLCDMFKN
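System: GST-tagged NR2E3 plus biotinylated RetCOR corepressor; Buffer or medium: pH 7.5 Tris-based buffer; Probe or stimulus: RetCOR corepressor, biotinylated, 7 nM; Doses: compound at 4.8 µM, single dose; Schedule: 5 h incubation at 4 °C; Technique: time-resolved FRET; Evaluation: percent inhibition of TR-FRET ratio; Replication: one well per compound, singlicate testing.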
PDI turbidity – inhibitors of human protein disulfide isomerase; 0.052% of 350,000 active; PDI insulin aggregation turbidity, A650, 90 min; inhibition, % at 10 µM; P07237;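 active = mean inhibition across replicates of 30% or more, whatever share of single replicates reach that level; inconclusive = mean inhibition below 30% while every single replicate reaches 30%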;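 note: absorbance from insulin aggregation driven by PDI reduction with DTT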
Target sequence (P07237 whole entry, looked up): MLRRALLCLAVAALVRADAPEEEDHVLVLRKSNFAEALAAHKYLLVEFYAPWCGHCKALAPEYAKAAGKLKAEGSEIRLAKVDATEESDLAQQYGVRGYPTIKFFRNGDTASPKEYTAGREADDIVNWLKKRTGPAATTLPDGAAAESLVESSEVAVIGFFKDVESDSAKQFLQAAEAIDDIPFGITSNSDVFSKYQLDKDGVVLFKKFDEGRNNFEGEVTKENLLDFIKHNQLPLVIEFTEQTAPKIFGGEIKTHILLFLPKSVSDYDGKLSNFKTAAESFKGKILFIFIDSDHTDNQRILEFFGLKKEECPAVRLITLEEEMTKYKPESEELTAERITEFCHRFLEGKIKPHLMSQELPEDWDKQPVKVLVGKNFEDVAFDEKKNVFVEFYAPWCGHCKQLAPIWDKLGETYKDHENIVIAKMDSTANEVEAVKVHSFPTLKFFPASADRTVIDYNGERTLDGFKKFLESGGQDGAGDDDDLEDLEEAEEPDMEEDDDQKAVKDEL
MITF TRPM1 inh – MITF TRPM1 promoter inhibition in SK-MEL-5 cells | AID 488899 | SK-MEL-5 TRPM1 promoter luciferase, 24 h | inhibition, % at 12.5 µM | 0.83% of 330,000 active;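 active = mean inhibition across replicates of 60% or more, whatever share of single replicates reaches that level; inconclusive = some that reach 60%, reason not given; inactive = mean inhibition across replicates below 60%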; note: values of inactives mirror those of a sister screen read the other way
NR2E3 ag-2 – human photoreceptor-specific nuclear receptor agonism. Q9Y5X4. inhibition of corepressor binding, % at 3.98 µM. AID 602229. 0.35% of 360,000 active. CHO-S Gal4-NCOR/VP16-NR2E3 two-hybrid, luciferase;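 active = inhibition above the mean of all tested compounds plus 3 SD, cut at about 70% in these data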;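 note: 0% = DMSO with NR2E3 transfected cells and 100% = cells lacking NR2E3 construct; higher means lower luciferase signal from less NR2E3 corepressor binding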
KKLEB cytotox – reduces viability of KKLEB cystic fibrosis airway cells; KKLEB CF airway cells viability, ATPlite luminescence, overnight; stronger effect = lower value; cells stimulated with P. aeruginosa culture filtrate; activity change (cytotoxicity), % at 5 µM; 0.36% of 360,000 active; AID 602141;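 active = corrected activity change at or below -50% at 5 µM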
Vif inh – inhibitors of HIV Vif. inhibition, % at 7.49 µM. HEK293T cells, Vif self-association by quenched fluorescence, imaging, 24 h. 0.35% of 340,000 active; in the data active = inhibition above about 50%, passing the limit was not always enough; inconclusive = no clear call, values can overlap the other calls; inactive = below about 31%; note: some results filed as inactive read as strong as hits
CaV13 FRET inh – Disruptors of the CACNA1D IQ motif to Ca2+-dependent inactivation inhibitor domain association, primary screening, Förster resonance energy transfer in intact living …; HEK cells, CFP/YFP FRET ICDI-IQ, plate reader, 10 min; percent FRET-ratio fall versus neutral wells; inhibition, % at 12.3 µM; 0.098% of 340,000 active; AID 743397;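 active = mean replicate inhibition of at least 30% and at least 1% of replicates passing that level; inconclusive = only one of the two criteria is met; inactive = neither criterion is met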;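 note: 0% = median of the neutral control wells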
CF NFkB inh – cystic fibrosis NF-kB activation inhibition | KKLEB NF-kB-GFP reporter, PAF-induced, GFP fluorescence overnight | inhibition, % at 5 µM | 0.86% of 360,000 active | AID 588850;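 active = at least 50% inhibition at 5 µM, scaled per plate between neutral and stimulator controls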;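 note: PAF is a Pseudomonas aeruginosa culture filtrate used as stimulus; plate controls were PAF-stimulated DMSO wells for no effect and unstimulated DMSO wells for full effect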
Peg3 promoter – reduces Peg3 promoter-driven luciferase expression in HeLa; 1.7% of 360,000 active; HeLa PEG-Prom luciferase reporter, luminescence, overnight; inhibition, % at 20 µM; AID 588405;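 active = inhibition of at least 50% at 20 µM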
Shn3 3UTR inh – Schnurri-3 reporter inhibition in Clone20 osteoblasts. Clone20 osteoblast Shn3 3'UTR firefly luciferase, 24 h. 0.52% of 360,000 active. inhibition, % at 12.5 µM;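 active = mean inhibition of at least 75% with every replicate also reaching 75%; inconclusive = mean inhibition at least 75% but some replicate below; inactive = mean inhibition below 75%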;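 note: 0% = median of neutral control wells and 100% = pilot-screen positive control compound; some compounds past the cut are filed as inactive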
HIF-2a inh – inhibitors of HIF-2a; inhibition, % at 18.8 µM; 786-0 RCC cells HIF-2a reporter, luciferase luminescence, overnight; 0.72% of 360,000 active;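 active = inhibition of the luminescence signal of 40% or more relative to plate controls, in a single-dose primary screen at 18.75 µM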
An asterisk follows results filed as active; ? = inconclusive; / = no result given; & = joins results of further samples.

SMILES	NR2E3 ag-1	PDI turbidity	MITF TRPM1 inh	NR2E3 ag-2	KKLEB cytotox	Vif inh	CaV13 FRET inh	CF NFkB inh	Peg3 promoter	Shn3 3UTR inh	HIF-2a inh
Cc1ccc(S(=O)(=O)n2nc(C)c(Br)c2C)c(C)c1C	6	9	-4	-4	3	-10	/	-7	20	-13	19
Cn1nnnc1SCC(=O)Nc1cc(S(=O)(=O)N2CCCC2)ccc1Cl	2	14	-2	10	0	-3	-6	6	11	17	24
Cc1ccc(C2OC(=O)c3ccccc32)cc1 (stereo not drawn)	-3	17	0	8	2	4	-5	-10	-7	2	8
Cc1ccc2nc(-c3ccco3)c(CC3CCCCC3)n2c1	/	/	/	-36	-10	/	/	23	-35	10	-47
O=C(CSc1nc2ccccc2c(=O)n1-c1ccc(F)cc1F)Nc1ccc(N2CCOCC2)cc1	0	2	3	-10	-2	-3	-3	-29	-8	3	14
CCOc1cc(CN2CCCC(CO)(Cc3ccc(F)cc3F)C2)ccc1OC (stereo not drawn)	2	1	-6	12	4	-2	-4	-12	1	3	16
COC(=O)c1cccc(N2C(=O)c3cccnc3C2=O)c1	0	7	3	-26	-6	-4	/	0	5	0	9
CCCCCCSc1ccc(-c2nc3ccc(C)cn3c2NCc2ccccc2)cc1OC	0	-5	-12	-72&-36	-5	6	-11	20	-123	-1	-183&-162
CN(CC(=O)Nc1c(Cl)cccc1Cl)C(=O)c1ccccc1SCC(=O)N1CCCC1	1	1	-5	-14	10	2	-7	-22	8	-9	-7
COc1ccc(NC(=O)Nc2nnc(C(C)(C)C)s2)cc1	0	7	-42	-63	6	-11	-6	-4	-149	-11	-220
COc1cc(C(=O)NCc2nnc(SCC(=O)N3CCOCC3)o2)cc(OC)c1OC	-1	2	6	-43	-8	-4	2	-2	4	7	12
CCN1CCn2c1nc(N1CCOCC1)nc2=O	3	0	1	0	6	-6	-9	-13	-6	18	-10
C=C(C)c1cccc(C(C)(C)NC(=O)Nc2ccc(Cl)cn2)c1	5	-20	-6	-17	12	1	-6	6	21	22	3
Cc1cccnc1NC(=O)CCn1c(=O)oc2ccccc21	2	-1	-3	-13	-3	-5	-6	-13	-11	7	7
O=C(CC1NCCNC1=O)Nc1ccc(Oc2ccccc2)cc1 (stereo not drawn)	3	-1	-22	-13	5	-12	-5	-6	-35	1	-97
COCCN(C(=O)COC(=O)/C=C/c1ccccc1Cl)c1c(N)n(Cc2ccccc2)c(=O)[nH]c1=O	-2	-6	12	5	6	15	-6	-4	-4	7	-13
COc1cccc(S(=O)(=O)NCc2ccc(C(=O)NCC3CCCO3)cc2)c1 (stereo not drawn)	2	12	10	-5	-11	-8	-3	-1	27	-1	-25
CCOc1cc(/C=N/NC(=O)c2c(C)nc3ccc(Cl)cn23)ccc1O	/	0	/	-13	3	/	-5	-9	-1	-3	-3
COc1ccc(OC)c(NC(=O)CSCc2cnn(-c3ccccc3)c2-n2cccc2)c1	0	-12	18	-39	-5	-5	-4	10	25	20	10
C[C@H](CO)N1C[C@H](C)[C@@H](CN(C)C(=O)Nc2ccc(C(F)(F)F)cc2)Oc2c(NC(=O)NC3CCCCC3)cccc2C1=O	/	5	1	-9	1	1	-12	4	7	17	15
CCc1nc2ccc(C(=O)N3CCN(S(=O)(=O)CC)CC3)cn2c1N(C)C(=O)c1cccc(OC)c1	/	-1	/	0	-1	10	-7	-2	-5	6	5
N#Cc1c(/N=C/c2ccc(-c3ccccc3C(=O)O)o2)sc2c1CCCC2	-1	5	-23	-26	12	-2	-5	-35	-235	-23	-196
O=C(CC1C(=O)NCCN1Cc1cccc(Oc2ccccc2)c1)NCCCn1cccn1 (stereo not drawn)	2	4	1	-10	7	41	-5	-1	9	6	10
O=C(N/N=C/c1ccc(-c2ccc(S(=O)(=O)Nc3ncccn3)cc2)o1)c1cc2ccccc2cc1O	6	9	-10	-36	-19	1	-6	17	2	-4	17
CC(C)(C)c1ccc(/C=N/NC(=O)C[n+]2ccccc2)cc1	1	12	0	-16	-6	15	-17	-2	-5	11	9
CC1(C)CC(=O)C(CC2=C(O)CC(C)(C)CC2=O)C(=O)C1	4	-8	6	-17	-12	20	-3	8	17	-12	8
COc1ccc2[nH]c(C(=O)Nc3ncc(C)cc3Br)cc2c1	0	-2	3	-26	-9	-9	-5	13	-21	-38	-41
CN(C(=O)Nc1ccc(Cl)c(Cl)c1)c1ccccc1C(=O)O	1	7	-2	-11	-4	4	-10	-8	-22	-12	-25
COc1ccc(CNCCCn2cnc3c(OCc4ccccc4)ncnc32)cc1	/	-2	-5	-11	8	-2	-6	-8	-9	-16	-9
CCN(CC)C(=O)COc1ccc(/C=C(\C#N)S(=O)(=O)c2ccccc2)cc1OC	4	3	-8	-19	5	41	-4	-38	8	-15	19
COc1ccc(C)cc1S(=O)(=O)N(CC(=O)NCc1ccco1)c1ccc(C)cc1	1	-4	12	-7	3	-10	-5	9	2	-2	11
O=C(O)Cc1ccc(N2N=C(c3ccccc3)CC2=O)cc1	/	/	/	-12	-5	/	-5	-7	-12	-11	6
CCOC(=O)NC1(C(F)(F)F)NC(=O)N(c2ccc(F)cc2)C1=O (stereo not drawn)	0	-4	12	20	4	2	-5	7	6	3	10
Cc1ccccc1OCC(=O)N1CCCCCCC1	2	15	-9	-16	3	17	5	17	2	-15	-7
Cc1ccc(-c2nc(=O)[nH]c3ccccc23)cc1	5	2	6	17	6	-3	-4	-11	-9	12	-2
O=C(Cc1ccccc1)NCC(=O)N1CCN(Cc2cccc(Cl)c2)CC1	/	-3	4	-5	11	-7	-6	-3	6	11	8
O=S(=O)(c1ccc(N2CCCC2c2nc3ccccc3s2)nc1)N1CCOCC1 (stereo not drawn)	0	-7	-7	-48	-1	0	-4	4	1	11	1
CCOC(=O)/C=C/C(=O)Nc1cccc([N+](=O)[O-])c1	0	-11	13	-7	-45	2	/	88*	88*	?	4
COc1ccc(C2/C=C\CN(Cc3ccc(N(C)C)cc3)CC(=O)N2Cc2ccc(F)cc2)cc1 (stereo not drawn)	1	11	-7	-16	19	3	-9	0	-1	6	9
Cc1ccc(/C=N/NC(=O)c2cc(-c3cccnc3)nc3ccccc23)cc1	1	0	26	11	-21	7	-5	42	-3	18	6
Cc1nnc(SCC(=O)N(CC(C)C)c2c(N)n(Cc3ccccc3)c(=O)[nH]c2=O)n1N	1	-7	-8	6	10	-3	-7	-8	6	-7	-3
COCC(C)n1c(C)cc(C(=O)COC(=O)c2cccn2C)c1C (stereo not drawn)	/	3	42	43	-1	-4	-4	5	56*	29	12
CCc1ccccc1Nc1ccc(C(=O)O)cc1N	-1	2	-10	14	-3	6	/	1	-70	-28	-112
O=C(NCC1CCCO1)c1ccc2ccccc2n1 (stereo not drawn)	-1	10	-14	-33	-1	7	-4	4	-79	-30	-114
O=C(CN(Cc1ccco1)C(=O)Cn1nnc(-c2cccs2)n1)NCC1CCCO1 (stereo not drawn)	0	5	-3	-23	10	4	0	6	0	15	2
CCN1CCN(CC(=O)c2c(C)n(C)c3ccc(OC)cc23)CC1	-1	-3	4	-9	-2	3	-4	6	8	-20	17
O=C(O)CNC(=O)c1ccc2c(c1)OCCO2	-2	0	2	-3	3	3	/	-5	1	-28	-1
CCOCCCN(C(=O)c1snc(C(N)=O)c1N)C(C(=O)NC1CCCC1)c1ccc(O)cc1 (stereo not drawn)	-3	1	1	-13	-10	-4	-3	3	16	-20	23
Cc1ccccc1-n1c(=O)cc(N2CCc3ccccc32)[nH]c1=O	4	-4	17	-32	-6	/	-5	1	-8	2	5
Cc1ccccc1OCC(=O)NNC(=O)c1ccc(-c2ccccc2)cc1	-5	-5	5	22	0	5	-8	-2	12	12	-10
COc1ccc(S(=O)(=O)NCc2ccncc2)cc1NC(=O)c1ccc(Cl)cc1	-5	8	13	34	-5	-22	-3	-12	12	50	2
O=C(CNS(=O)(=O)c1ccc(Cl)cc1)NNC(=O)c1cccnc1	-4	6	6	-24	6	0	-2	7	-6	3	6
CCOc1ccc(NC(=O)C2CCCN(c3nc(C)cc(C)n3)C2)cc1 (stereo not drawn)	-1	-4	1	-1	3	1	-4	-4	6	-3	14
O=C(CNC(=O)c1ccccc1)NCC(=O)OCC(=O)c1ccc(F)cc1	-1	8	-6	-16	3	3	-2	0	5	-10	12
C/C(=N\N=C(N)N)c1cc(Cl)ccc1Cl	1	0	11	-35	9	-5	-6	-3	7	32	11
COc1cccc(-c2cc(C(=O)NCC3CCCO3)on2)c1 (stereo not drawn)	-1	11	-38	-48	1	-1	-2	2	-179	-78	-160
COC(=O)c1ccc(C(NC(=O)c2cccnc2)NC(=O)c2cccnc2)cc1	1	2	5	11	4	0	-5	8	19	4	3
Cc1ccc(C)c(NC(=O)CN(C)C(=O)c2ccc(-c3ccc(Cl)cc3)o2)c1	5	-7	0	-1	8	-6	-7	-17	-12	16	-38
O=C(Cn1cc(C(=O)c2ccco2)c2ccccc21)NCc1ccco1	2	-9	0	-4	1	-13	-5	6	-36	6	-58
CCOC(=O)N1CCC(n2c(SCC(=O)N3CCC(C)CC3)nc3ccccc3c2=O)CC1	4	12	35	-16	5	-28	-5	2	43	26	12

Other structures:
SMILES	NR2E3 ag-1	PDI turbidity	MITF TRPM1 inh	NR2E3 ag-2	KKLEB cytotox	Vif inh	CaV13 FRET inh	CF NFkB inh	Peg3 promoter	Shn3 3UTR inh	HIF-2a inh
CCOc1ccc(S(=O)(=O)NCc2ccccc2)cc1C(N)=O	-1	0	12	-38	-7	-1	-5	-12	15	40	5
CCNC(=S)NNC(=O)c1ccc(=O)n(Cc2ccccc2)c1	-1	0	-1	-16	4	40	1	-3	4	3	8
Cn1c(=O)c2c(nc(NCc3ccccc3)n2C)n(C)c1=O	-6	0	4	-13	-6	-6	-4	-6	-1	11	17
CC1(C(=O)NS(=O)(=O)C2CC2)CCCN(C(=O)c2ccc3c(c2)OCO3)C1 (stereo not drawn)	/	0	/	14	-2	-2	-5	-11	-12	-15	3
CN(C)C(=O)COC(=O)[C@H](Cc1ccccc1)NC(=O)c1ccco1	-1	1	-1	7	3	/	-4	-4	2	10	-2
COc1ccc(CNC(=O)CCCn2c(SCC#N)nc3cc4c(cc3c2=O)OCO4)cc1	2	-5	10	22	-3	2	/	1	16	-1	9

No enrichment for hits; 3.3% or so of the library scored in one or more.
